NPR1 activator – GC-A (human) enzyme activation. HEK293 GC-A cells, cGMP TR-FRET, EC30 ANP; 0% at EC30 ANP, 100% saturating ANP. activation, % at 10 µM. 370,000 tested, 0.14% active; in the data active = activation above about 40%
DAX1 inh-1 – blocks DAX1 repression of SF-1 activated StAR promoter. inhibition, % at 6.8 µM. 370,000 tested, 1.1% active. HEK293T StAR-luciferase reporter, SF-1/DAX-1 repression relief. AID 652010;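 active = inhibition above the mean over all tested compounds plus 3 SD, cut at about 3.6% in these data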;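 also: 0% = DAX-1 cells with DMSO and 100% = cells lacking DAX-1 with DMSO; higher inhibition means more luminescence from relief of DAX-1 repression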
hcDAF12 agonist – activators of H. contortus DAF-12 nuclear receptor; activation, % at 6.8 µM; 370,000 tested, 1.4% active; HEK293 hcDAF-12 lit1-tk-luc reporter, luminescence; 0% DMSO, 100% Δ7-dafachronic acid;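 active = activation above the mean of all tested compounds plus 3 SD, cut at about 5.5% in these data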;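 also: 100% = response to 3 µM Δ7-dafachronic acid high control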
DAX1 inh-2 – inhibitors of human orphan nuclear receptor DAX1 (NR0B1). 340,000 tested, 0.99% active. inhibition, % at 6.75 µM. AID 504766. HEK293 Gal4-DAX1 luciferase reporter, luminescence;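 active = inhibition above the mean over all tested compounds plus 3 SD, cut at about 4.2% in these data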;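 also: 0% = DAX1-transfected cells with DMSO and 100% = empty-vector control cells with DMSO; inhibition shows as a rise in luminescence from relieved DAX1 repression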
Target sequence (P51843 207-470 limits assumed): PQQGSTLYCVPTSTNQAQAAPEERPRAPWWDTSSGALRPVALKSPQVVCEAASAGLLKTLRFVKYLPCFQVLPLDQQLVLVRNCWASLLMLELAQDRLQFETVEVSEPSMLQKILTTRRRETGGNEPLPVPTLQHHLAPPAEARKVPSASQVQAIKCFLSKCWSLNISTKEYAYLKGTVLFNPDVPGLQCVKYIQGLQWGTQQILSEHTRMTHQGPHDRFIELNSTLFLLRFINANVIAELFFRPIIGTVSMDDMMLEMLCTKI
SMARCA2 act – SMARCA2 function activation, primary screen; MG213 cells, MMTV-luciferase reporter, dexamethasone, overnight; activation, % at 9.1 µM; 370,000 tested, 1% active; in the data active = activation above about 7.8%;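 also: 0% = vehicle wells and 100% = reference activator wells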
hgDAF12 agonist – agonists of H. glycines DAF-12 nuclear receptor | HEK293 GAL4-hgDAF12 UAS-luciferase reporter, agonist luminescence; normalized to butyrate control | 370,000 tested, 1.8% active | activation, % at 6.8 µM;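 active = activation above a cutoff set at the mean of all screened compounds plus 3 SD, cut at about 10% in these data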;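 also: 0% = DMSO wells and 100% = sodium butyrate wells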
NPR2 activator – GC-B (human) receptor activation; HEK293-GC-B cells, CNP EC30, cGMP TR-FRET; 0% at EC30 CNP, 100% saturating CNP; P20594; 370,000 tested, 0.11% active; activation, % at 10 µM;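 active = activation at 10 µM reaching about 35% in either raw or pattern-adjusted values, limit read from the data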
ssDAF12 agonist – activates DAF-12 receptor from parasite S. stercoralis. HEK293 ssDAF-12/GRIP1 lit1-tk-luc reporter, luminescence; % of 3 µM dafachronic acid response. activation, % at 6.8 µM. 370,000 tested, 1% active;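 active = activation above the mean over all tested compounds plus 3 SD, cut at about 0.9% in these data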;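 also: 0% = DMSO-only wells and 100% = 3 µM delta7-dafachronic acid wells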
ADAM10 inh – ADAM10 inhibition, QFRET primary screen; recombinant ADAM10, EDANS/DABCYL FRET peptide cleavage, 3 h; inhibition, % at 7 µM; 370,000 tested, 0.62% active;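 active = inhibition above a per-campaign cutoff equal to the mean of compounds falling between control-based bounds plus 3 SD, cut at about 20% in these data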;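 also: 0% = DMSO wells while the 100% control is not disclosed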
Target sequence (O14672 214-748 limits assumed): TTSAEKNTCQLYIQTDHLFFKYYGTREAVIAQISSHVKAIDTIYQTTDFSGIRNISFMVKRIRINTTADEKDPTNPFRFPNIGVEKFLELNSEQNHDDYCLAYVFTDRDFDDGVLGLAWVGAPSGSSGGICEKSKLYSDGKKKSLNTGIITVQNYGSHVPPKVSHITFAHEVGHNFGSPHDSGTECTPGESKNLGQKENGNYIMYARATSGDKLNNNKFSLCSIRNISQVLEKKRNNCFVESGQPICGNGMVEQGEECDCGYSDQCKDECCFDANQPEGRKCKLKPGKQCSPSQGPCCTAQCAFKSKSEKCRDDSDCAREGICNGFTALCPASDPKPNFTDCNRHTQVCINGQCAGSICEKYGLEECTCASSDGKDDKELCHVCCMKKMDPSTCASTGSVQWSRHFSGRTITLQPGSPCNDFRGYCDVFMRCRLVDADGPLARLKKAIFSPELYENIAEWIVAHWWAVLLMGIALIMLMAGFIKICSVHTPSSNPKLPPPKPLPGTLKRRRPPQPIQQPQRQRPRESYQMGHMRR
sPLA2-III inh – Blocks human group III sPLA2 activity; Q9NZ20; QFRET BODIPY PC-A2 liposome hydrolysis, fluorescence; inhibition, % at 12.2 µM; 370,000 tested, 0.56% active;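 active = inhibition above mean plus 3 SD of compounds lying within the high and low control bounds, cut at about 19% in these data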;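 also: 0% = median of test compound wells and 100% = no enzyme DMSO wells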
GAA850 FXN act – increases GAA850 frataxin promoter reporter activity; HEK293 lucGAA850 FXN promoter luciferase reporter, 24 h; percent of 10 µM SAHA response; activation, % at 6 µM; 360,000 tested, 0.56% active;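 active = activation above the average of all compounds screened plus 3 SD, cutoff fixed separately per campaign, cut at about 7.5% in these data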;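 also: 0% = DMSO wells and 100% = 10 µM SAHA wells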
* hit, by the source's call; i = inactive; · = not tested or not shown. Random draw from the library; overall some 6.6% were active at least once.

SMILES	NPR1 activator	DAX1 inh-1	hcDAF12 agonist	DAX1 inh-2	SMARCA2 act	hgDAF12 agonist	NPR2 activator	ssDAF12 agonist	ADAM10 inh	sPLA2-III inh	GAA850 FXN act
CCCCCC(=O)N1CC2(CC(c3cccc(NC(=O)CC)c3)=NO2)C[C@H]1C(N)=O (stereo partly specified)	-1.7	0.3	-2.5	1.2	-1.6	-1.8	3.3	-0.8	-10.1	11.2	-0.1
CC(OC(=O)C1=COCCO1)C(=O)Nc1cccc(S(=O)(=O)N2CCOCC2)c1 (stereo unspecified)	1.3	0.1	-0.9	-0.6	-0.2	-0.1	3.5	-1.3	-6.2	-9.9	1.3
COCCNC(=O)C(=O)NCC1OCCN1S(=O)(=O)c1ccc(F)cc1 (stereo unspecified)	0.0	0.3	-0.2	0.0	-1.0	-1.2	6.7	-0.9	2.4	1.1	0.9
Cc1ccc(S(=O)(=O)NC(=O)c2cc(C)n(C3CC3)c2C)cc1	0.1	-1.2	0.0	1.6	4.6	-0.2	2.9	-1.6	4.1	-0.8	0.1
COc1ccc(OC)c(/C=C/C(=O)OCC(=O)c2c(N)n(C)c(=O)n(C)c2=O)c1	0.7	1.5	0.1	-0.3	0.9	-2.4	-2.2	-1.2	-43.9	2.1	0.6
Cc1ccc([C@H]2C[C@@H](n3cc(C4CC4)nn3)[C@H](O)CN2C(=O)c2cccs2)cc1	-4.7	1.1	-2.6	-0.4	-2.1	-1.3	-0.5	-1.1	-12.9	10.9	0.1
CC(=O)C1=C(C)N(Cc2ccc(F)cc2)C(=S)NC1c1cccc(Br)c1 (stereo unspecified)	-3.7	0.6	-2.0	·	-0.9	0.7	-3.3	-1.4	18.1	5.9	·
O=C1OC(OC2CCCCC2)(c2ccccc2)c2ccccc21 (stereo unspecified)	-10.2	0.5	-0.6	0.5	-0.4	-1.4	-12.0	-1.1	9.7	-2.6	0.2
CSCCCN1CC[C@@H](N2CCN(c3ccccc3F)CC2)[C@H](O)C1	4.4	0.2	0.1	0.9	-3.2	-0.8	2.3	-0.3	-3.8	16.5	0.4
COc1ccc(CN2C(=O)c3ccccc3C2c2nnnn2Cc2ccccc2)cc1OC (stereo unspecified)	-2.4	2.9	-1.2	·	-0.3	-0.4	-4.0	-1.2	-4.8	1.4	·
CN(C)/N=C/c1ccc(N2CCOCC2)cc1	-1.4	1.6	1.7	2.9	1.0	-0.1	-2.8	-0.6	1.3	2.1	5.5
Cc1ccc(-c2ccc(CCC(=O)O)n2NC(=O)c2cccs2)cc1	2.7	0.3	0.3	0.7	2.1	-0.5	0.3	-1.0	-12.2	-5.2	2.4
O=C(O)Cc1ccc(NC(=O)c2ccc3c(c2)C(=O)N(CC2CCCO2)C3=O)cc1 (stereo unspecified)	0.3	0.3	-2.6	0.4	-2.6	-0.4	0.6	-0.2	-1.3	1.8	1.0
CCOC(=O)c1c(NC(=O)COC(=O)c2cccc([N+](=O)[O-])c2)sc(C(=O)N(C)C)c1C	4.1	-0.6	4.5	0.5	1.5	-0.2	7.2	-0.9	11.2	-2.9	0.2
COCCN(C(=O)COC(=O)/C=C/c1ccco1)c1c(N)n(Cc2ccccc2)c(=O)[nH]c1=O	-2.4	1.2	-1.4	-0.1	7.4	-1.8	-0.8	-1.1	6.3	2.1	0.3

Individual results from the results shown:
CCOC(=O)c1c(NC(=O)COC(=O)c2cccc([N+](=O)[O-])c2)sc(C(=O)N(C)C)c1C in ADAM10 inh: 11.2
Cc1ccc(-c2ccc(CCC(=O)O)n2NC(=O)c2cccs2)cc1 in SMARCA2 act: 2.1
CC(=O)C1=C(C)N(Cc2ccc(F)cc2)C(=S)NC1c1cccc(Br)c1 (stereo unspecified) in ADAM10 inh: 18.1

Arranged by the number under ssDAF12 agonist (low to high): 3 from the list above.
SMILES	ssDAF12 agonist
Cc1ccc(S(=O)(=O)NC(=O)c2cc(C)n(C3CC3)c2C)cc1	-1.6
CC(=O)C1=C(C)N(Cc2ccc(F)cc2)C(=S)NC1c1cccc(Br)c1 (stereo unspecified)	-1.4
CCOC(=O)c1c(NC(=O)COC(=O)c2cccc([N+](=O)[O-])c2)sc(C(=O)N(C)C)c1C	-0.9

Further records
SMILES	NPR1 activator	DAX1 inh-1	hcDAF12 agonist	DAX1 inh-2	SMARCA2 act	hgDAF12 agonist	NPR2 activator	ssDAF12 agonist	ADAM10 inh	sPLA2-III inh	GAA850 FXN act
Cc1cc(C)n2nc(SCC(=O)N3CCc4ccccc43)nc2n1	4.8	0.4	-1.1	0.0	2.4	-0.1	4.7	-1.7	-0.7	3.3	2.2
Cc1ccc(O)c(NC(=S)NC(=O)/C=C/c2ccccc2)c1	0.4	-0.2	-0.3	1.5	0.5	-1.3	3.1	-1.3	1.9	0.8	0.8
Cc1ccc(NC(=O)C23CCC(C)(C(=O)[C@H]2Br)C3(C)C)cc1 (stereo partly specified)	0.6	-0.1	-0.2	1.0	-3.0	0.3	2.8	-0.8	1.3	-1.0	0.7
CCN1CCN(C(=O)c2ccc(Cl)c(S(=O)(=O)N3CCOCC3)c2)CC1	0.5	-0.5	-0.4	-0.5	4.5	2.6	2.4	-1.5	1.5	2.7	-1.0
O=C(COC(=O)c1ccc(Cl)c(S(=O)(=O)N2CCCC2)c1)NC1CCCCC1	-1.3	-0.1	-2.1	3.8	-1.7	2.2	6.4	-0.9	5.1	-3.4	0.4
CCOC(=O)CN1CC23C=CC(O2)C(C(=O)Nc2ccc(OCC)cc2)C3C1=O (stereo unspecified)	3.5	-0.1	2.9	0.2	-3.9	0.1	0.8	0.0	-2.1	7.7	0.8
CC(/C=C/c1ccccc1)=N\NC(=O)c1cc(C)nc2ccccc12	2.6	-0.9	-2.4	-2.4	1.0	3.7	-2.9	-1.2	-1.3	-4.5	-3.4
S=c1[nH]nc(Cc2ccc(Br)cc2)n1/N=C/c1ccc(Cl)cc1	-3.0	-0.3	-1.5	0.2	-3.2	-2.8	-0.8	-1.7	-2.3	2.3	-0.7
COc1cccc(/C=C/c2nc(S(=O)(=O)c3ccccc3)c(N3CCC(C(N)=O)CC3)o2)c1	4.1	0.6	-2.3	-0.5	-1.6	2.0	-2.0	-1.2	-152.3	6.5	3.0
Cc1ccc(S(=O)(=O)N2CCC(=O)N(C(COCc3ccc(Cl)cc3Cl)Cc3ccccc3)CC2)cc1 (stereo unspecified)	1.9	-0.6	-0.8	5.3*	0.5	2.6	-1.0	-1.6	1.1	1.8	-1.5
O=C(Cn1nnc2ccccc21)OCc1ccccc1	-0.5	0.2	-1.5	0.3	-2.0	1.8	-1.8	-0.6	-13.3	7.6	-0.8
Cc1cccc(C(=O)Nc2c3c(nn2C(C)(C)C)CS(=O)(=O)C3)c1	1.8	-0.6	1.1	0.4	-1.0	-1.9	1.4	-0.4	-8.4	-4.5	0.2
COc1ccc(NC(=O)C2CCCCN2N)cc1OC (stereo unspecified)	1.1	-0.4	0.6	-0.1	3.9	3.0	-2.7	-0.9	12.1	2.9	1.2
COCCNC(=O)CCc1nnc2ccc(N3CCC(C)CC3)nn12	2.8	-0.3	-1.1	0.1	-0.5	-2.2	3.4	-1.3	-0.1	-0.2	0.8
Cc1ccccc1Nc1ncnc2[nH]ncc12	3.7	-1.4	0.1	0.9	5.9	0.5	1.1	-1.7	0.3	-4.4	0.6
Cc1nc(-c2cccc(NC(=O)c3ccc(-n4cccn4)cc3)c2)cs1	14.6	-3.1	-1.3	-0.7	-1.9	-2.5	5.5	-1.2	-9.9	-2.6	-1.2
CC(=O)N/C(=C\c1ccccc1)C(=O)OCC(=O)N(CC(C)C)c1c(N)n(Cc2ccccc2)c(=O)[nH]c1=O	-1.2	-0.7	-2.5	-0.5	-2.5	-1.3	1.2	-0.5	-1.6	0.0	0.5
CCOc1ccc(C(=O)NCc2ccc3c(c2)OCO3)cc1	1.6	-0.1	1.6	-0.8	6.5	5.4	0.5	0.3	-14.2	-7.2	-0.8
CCn1c(/C=N/c2nc3ccccc3n2C)nc2ccccc21	-0.3	1.7	3.0	0.2	2.6	4.0	-0.3	-1.0	-17.4	17.2	3.0
Cc1nn(C(C)C(=O)NC2CC2)c(=O)c2nn(-c3ccccc3)c(C)c12 (stereo unspecified)	3.8	0.7	1.9	0.5	-0.5	1.3	-3.8	-0.5	0.7	-0.9	1.9
CN(c1ccccc1)S(=O)(=O)c1cccc(NC(=O)c2ccc(=O)[nH]n2)c1	0.2	-4.7	-3.8	-1.6	-5.2	-0.1	-5.2	-1.8	-13.3	-43.2	1.0
COCCN1CCn2c(nc3cc(NC(=O)NC4CCCCC4)ccc32)C1	3.0	0.2	-1.1	0.1	0.4	1.9	1.6	-1.6	i	-5.2	0.2
Cc1ccc(C(C(=O)NC2CCCCC2)N(Cc2cccnc2)C(=O)C2COc3ccccc3O2)o1 (stereo unspecified)	-2.9	0.5	-0.7	-0.8	2.3	-1.4	3.1	-0.9	0.2	-1.6	-0.2
COC(=O)C1=C(N)Oc2cc(C)[nH]c(=O)c2C1c1cc(OC)c(OC)c(OC)c1 (stereo unspecified)	0.2	0.5	-1.4	1.5	1.5	2.6	-0.7	-0.7	-2.5	-4.2	0.4
O=C(NCc1ccccn1)C1CCC(=O)N1C1CCCCC1 (stereo unspecified)	2.6	1.1	-0.9	0.4	-1.8	0.9	6.3	-1.0	-9.7	5.5	0.6
O=C(CN1C(=O)CCSc2ccc(S(=O)(=O)N3CCOCC3)cc21)Nc1cccc(F)c1	1.1	0.1	1.1	0.3	-0.4	1.5	3.6	-0.6	7.0	-2.5	-1.0
Cc1cc(C(=O)NC2CCCN(Cc3ccccc3F)C2)n[nH]1 (stereo unspecified)	-0.8	-1.5	0.1	0.4	-2.7	-0.3	2.6	-0.9	-10.9	3.6	0.9
O=C(CSC1=NS(=O)(=O)c2ccccc2N1)NCCc1ccccc1	3.5	0.8	2.9	-0.4	-1.5	-1.4	-0.8	-0.8	-3.7	-8.9	0.6
CCN(C(=O)c1ccc(S(=O)(=O)N2CCCC2)cc1)C1CCS(=O)(=O)C1 (stereo unspecified)	0.3	1.7	-0.7	-1.0	0.1	0.8	-2.4	-1.2	2.2	2.5	-1.2
CCN(C1CCS(=O)(=O)C1)S(=O)(=O)c1cccs1 (stereo unspecified)	0.2	0.6	0.4	-0.3	0.9	-1.4	1.7	-1.3	2.2	-2.2	0.1
CCN(CC)CCN(C(=O)c1ccc2c(c1)OCCO2)c1nc2c(Cl)cccc2s1	-3.1	0.6	-1.0	0.4	-2.3	-0.5	-14.9	-0.8	-13.9	7.0	-1.6
O=C1c2cc(CO)cc(O)c2C(=O)c2c(O[C@@H]3OC(CO)[C@@H](O)[C@@H](O)[C@@H]3O)cccc21 (stereo partly specified)	1.7	0.8	-0.1	-0.4	5.3	-1.8	-10.4	-0.7	-3.9	-0.7	-0.3
CN(C)S(=O)(=O)c1cccc(NC(=O)c2cc(-c3cccs3)nn2-c2cccc(Cl)c2)c1	-2.3	-1.2	-2.5	-1.6	-4.3	-1.4	1.0	-1.4	13.4	-14.4	-2.8
CCOC(=O)C1=CCC(c2cccc(Cl)c2)N(S(=O)(=O)c2ccc(C)cc2)C1 (stereo unspecified)	-3.0	0.2	0.0	·	5.5	3.2	-7.6	-1.3	-18.8	-7.1	·
